# DDE Tn6 FP inh = inhibitors of Tn6 peptide binding to fibrin DD(E), primary screen, biochemical, fluorescence polarization, human fibrin, Tn6 probe | Fibrin DD(E) TRITC-Tn6 fluorescence polarization displacement | AID 720509, 2013 | actives 0.21% (n = 370,000) | inhibition, % at 8.3 µM;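 active means inhibition above a per-campaign cutoff: mean of compounds within control limits plus 3 SD, cut at about 15% in these data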;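 further: 0% = median of all compound wells on the plate and 100% = blocking peptide control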
# PLCb3 inh = human PLC-beta3 inhibitors, primary screen, biochemical, fluorescence; AID 720704, 2013; inhibition, % at 12.2 µM; actives 0.18% (n = 370,000); 1-phosphatidylinositol 4,5-bisphosphate phosphodiesterase beta-3 (Homo sapiens), Q01970; Purified PLC-beta3, fluorogenic substrate; in the data active means inhibition above about 11%;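 further: 0% = median of compound wells on plate and 100% = full blocker control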
# UHRF1 binding = UHRF1 methylated DNA binding inhibitors, primary screen, counter-screen for MBD2 inhibitor project, biochemical, TR-FRET, human UHRF1, single concentration | inhibition, % at 4.4 µM | UHRF1 binding to methylated oligo | actives 0.75% (n = 370,000) | E3 ubiquitin-protein ligase UHRF1 (Homo sapiens), Q96T88; in the data active means inhibition above about 21%;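 further: UHRF1 SRA domain binding a hemimethylated CpG hairpin DNA probe; 0% = median of test compound wells and 100% = reference inhibitor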
# PLCg1 inh = PLC-gamma1 enzyme inhibitors, primary screen, biochemical, fluorescence, purified enzyme. actives 0.84% (n = 370,000). 1-phosphatidylinositol 4,5-bisphosphate phosphodiesterase gamma-1 (Homo sapiens), P19174. fluorogenic substrate. inhibition, % at 12.2 µM; in the data active means inhibition above about 9.5%
# ASAP1 GAP inh = inhibitors of human ASAP1 ArfGAP activity, primary screen, biochemical, fluorescence polarization; Arf-GAP with SH3 domain, ANK repeat and PH domain-containing protein 1 (Homo sapiens), …; ASAP1-stimulated ARF1 GTP hydrolysis, GDP FP detection; inhibition, % at 16.5 µM; actives 0.19% (n = 360,000); AID 624377, 2012; in the data active means inhibition above about 25%;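 further: 0% = vehicle with enzyme and substrate and 100% = no enzyme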
# ADAM17 inh = ADAM17 inhibitors, primary screen, biochemical, QFRET. Disintegrin and metalloproteinase domain-containing protein 17 (Homo sapiens), P78536. recombinant ADAM17, EDANS/DABCYL FRET peptide cleavage. inhibition, % at 6.95 µM. actives 0.83% (n = 370,000);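 active means inhibition above the mean of compounds lying between control limits plus 3 SD, set per campaign, cut at about 8.5% in these data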;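 further: 0% = DMSO-only wells as the low control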
# Target sequence (P78536 215-824 limits assumed): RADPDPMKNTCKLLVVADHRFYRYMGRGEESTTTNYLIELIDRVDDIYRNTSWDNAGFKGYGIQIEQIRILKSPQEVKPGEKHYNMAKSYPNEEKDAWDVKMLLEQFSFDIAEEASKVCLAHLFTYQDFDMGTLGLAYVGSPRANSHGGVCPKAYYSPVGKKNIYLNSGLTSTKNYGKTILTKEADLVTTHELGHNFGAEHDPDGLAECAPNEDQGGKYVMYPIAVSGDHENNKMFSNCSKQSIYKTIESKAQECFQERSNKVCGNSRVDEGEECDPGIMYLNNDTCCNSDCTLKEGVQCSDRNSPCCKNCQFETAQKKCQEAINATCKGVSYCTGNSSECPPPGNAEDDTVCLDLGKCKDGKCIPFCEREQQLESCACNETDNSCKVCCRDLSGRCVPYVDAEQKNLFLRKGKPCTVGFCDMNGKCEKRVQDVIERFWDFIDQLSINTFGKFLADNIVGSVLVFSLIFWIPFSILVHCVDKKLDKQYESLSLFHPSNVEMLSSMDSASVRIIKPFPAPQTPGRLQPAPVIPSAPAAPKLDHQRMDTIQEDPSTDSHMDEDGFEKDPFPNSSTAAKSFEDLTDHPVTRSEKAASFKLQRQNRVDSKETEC
# MBD2 DNA inh = inhibitors of MBD2 binding to methylated DNA, primary screen, biochemical, TR-FRET, DNA-binding domain, human. actives 0.31% (n = 370,000). MBD2 binding to methylated oligonucleotide. AID 686964, 2013. inhibition, % at 4.4 µM. Methyl-CpG-binding domain protein 2 (Homo sapiens), Q9UBB5; in the data active means inhibition above about 13%
# Tn7 DDE FP = inhibitors of Tn7 peptide binding to fibrin DD(E), primary screen, biochemical, fluorescence polarization, human fibrin, Tn7 probe. Fibrinogen beta chain (Homo sapiens), P02675. FP displacement of FITC-Tn7 peptide from fibrin DD(E); 0% = median of compound wells per plate. inhibition, % at 8.3 µM. actives 0.13% (n = 370,000). AID 720508, 2013;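 active means inhibition above the mean of compounds falling within the control limits plus 3 SD of them, cut at about 14% in these data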;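 further: 0% = plate median of compound wells and 100% = 10 µM Aha-Tn7 peptide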
#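 Also added: labelled Tn7 tracer, 0.1 µM; Assay system: human fibrin DD(E) protein; Amount: 2 µM fibrin DD(E); Schedule: 10 min compound pre-incubation, 3 h probe incubation at room temperature; Repeats: one replicate per compound; Read-out basis: percent inhibition; Measured by: fluorescence polarization of the labelled Tn7 tracer.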
# proKLK7 act = proKLK7 zymogen activators, primary screen, biochemical, fluorescence intensity; Kallikrein-7 (Homo sapiens), P49862; purified proKLK7, EDANS-DABCYL substrate fluorescence; 100% is mature enzyme control, 0% vehicle; activation, % at 7 µM; actives 0.9% (n = 370,000);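 active means activation above the mean of all tested compounds plus 3 SD, computed per campaign excluding outliers beyond control limits, cut at about 13% in these data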
# Target sequence (P49862 whole entry, looked up): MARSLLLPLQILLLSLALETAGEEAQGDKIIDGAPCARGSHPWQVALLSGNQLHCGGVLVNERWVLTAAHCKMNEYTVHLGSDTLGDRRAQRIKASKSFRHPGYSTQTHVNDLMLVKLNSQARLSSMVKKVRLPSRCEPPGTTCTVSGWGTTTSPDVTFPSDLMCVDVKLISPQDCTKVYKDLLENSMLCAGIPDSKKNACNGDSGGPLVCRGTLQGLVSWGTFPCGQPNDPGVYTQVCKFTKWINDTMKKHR
# ARFGAP1 inhibitor = inhibitors of rat ARFGAP1 GAP activity, primary screen, biochemical, fluorescence polarization, GDP tracer | inhibition, % at 16.5 µM | actives 0.26% (n = 360,000) | Arfgap1-stimulated ARF1 GTP hydrolysis, GDP FP detection | ADP-ribosylation factor GTPase-activating protein 1 (Rattus norvegicus), Q62848;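 active means inhibition above a per-plate limit, mean inhibition of low control wells plus 3 SD, cut at about 25% in these data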;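 further: 0% = DMSO wells with enzyme and 100% = wells lacking Arfgap1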
# Target sequence (Q62848 1-136 limits assumed): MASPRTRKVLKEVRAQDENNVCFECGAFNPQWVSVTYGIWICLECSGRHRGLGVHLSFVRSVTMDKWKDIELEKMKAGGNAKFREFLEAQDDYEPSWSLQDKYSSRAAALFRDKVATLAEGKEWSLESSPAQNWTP
#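 system = rat Arfgap1 catalytic domain, aa 1-136 | technique = FP, GDP Alexa 633 tracer displaced from anti-GDP antibody, 620/688 nm | compound = one concentration, 16.5 µM, DMSO 1.26% | medium = HEPES-based buffer, pH 7.5 | timing = compound-enzyme preincubation 20 min, reaction 120 min, detection 60 min, 25 °C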
# Active calls of the source: *; / = no result given.
No. | Structure | proKLK7 act | UHRF1 binding | PLCg1 inh | Tn7 DDE FP | ASAP1 GAP inh
1 | C[C@@H](C(=O)N1CCNCC1)n1cc(CCCN=C(N)N)nn1 | 0.6 | 14 | 6 | -1 | 3
2 | COc1cc(CNCc2ccc(C)cc2)cc(OC)c1OC | -0.1 | -2 | 0 | -5 | -5
3 | O=C(Nc1ccccc1)C1=C[C@H](C2CC2)C[C@H](OCCCCO)O1 | 0.8 | 2 | 0 | 3 | 4
4 | COc1ccc(OC)c2sc(N3CCCCC3)nc12 | 0.8 | -1 | 2 | -1 | -14
5 | COc1ccc(S(=O)(=O)N2CCC(C(=O)NCCN3CCOCC3)CC2)cc1 | -0.4 | 2 | 12* | 2 | 10
6 | O=S(=O)(c1ccc(Cl)cc1)N1CCC2(CC1)OCCN2S(=O)(=O)c1cccs1 | -0.2 | -5 | 3 | -3 | -4
7 | CCc1nnc(NC(=O)CSc2nnc(-c3ccco3)n2CC)s1 | -0.1 | 0 | 4 | -2 | -10
8 | O=C(COC(=O)[C@@H]1CCCN1C(=O)c1cccs1)Nc1ccc(Br)cc1 | 0.1 | 0 | 1 | 4 | -3
9 | O=C(N/N=C/c1c(-c2ccccc2)[nH]c2ccccc12)c1cccnc1 | 2.4 | 1 | -51 | -1 | -2
10 | CCN(CC)c1ccc(CNc2ccc3c(c2)ncn3CC)cc1 | 0.2 | 7 | -5 | 3 | -5
11 | COc1ccc(N2CCN(S(=O)(=O)c3cccc4nsnc34)CC2)cc1 | -0.4 | 1 | -1 | -3 | 1
12 | COCCCNC(=O)Cn1ccc(N)nc1=O | -0.7 | -4 | 4 | 2 | -5

No. | ARFGAP1 inhibitor | PLCb3 inh | MBD2 DNA inh | ADAM17 inh | DDE Tn6 FP inh
1 | 6 | 0 | 4 | 1 | -6
2 | 1 | -3 | 1 | -2 | 0
3 | 19 | 1 | 1 | -2 | -4
4 | -2 | 2 | 1 | 0 | 9
5 | 19 | -4 | 0 | 9 | 4
6 | 21 | -2 | 1 | 3 | 8
7 | -3 | -1 | 1 | -1 | 6
8 | 6 | 0 | -3 | -3 | -4
9 | 6 | -72 | 8 | -2 | -13
10 | -5 | -13 | -2 | 0 | 7
11 | -3 | 0 | 5 | -5 | 5
12 | 6 | 3 | 1 | -2 | 1

# Next part.
No. | Structure | proKLK7 act | UHRF1 binding | PLCg1 inh | Tn7 DDE FP | ASAP1 GAP inh
13 | O=c1ccc(-c2ccc([N+](=O)[O-])cc2)nn1-c1ccccc1 | 0.2 | 16 | 0 | -3 | -3
14 | Cc1cc(C)cc(NC(=O)CSc2nc3[nH]c(=O)cc(O)c3s2)c1 | 0.6 | -3 | -5 | 1 | -6
15 | CSc1c(-c2ccccn2)c(N)nn1C(=O)C1CCC1 | 0.1 | 0 | 2 | 0 | 3
16 | O=C(CCSCc1cccc(F)c1)NCCc1ccccc1 | -0.2 | 2 | 2 | -5 | 3
17 | Cc1ccccc1Nc1nc(N)nc(COC(=O)CC2CC3CCC2C3)n1 (stereo unspecified) | 0.2 | -5 | 1 | 11 | -4
18 | CC(=O)N1CCN(c2ccccc2NC(=O)c2ccc(C#N)cc2F)CC1 | -0.8 | 1 | -2 | 0 | 1
19 | COc1ccc(N(C(=O)c2ccco2)S(=O)(=O)c2cc(Cl)c(Cl)cc2Cl)cc1 | 0.3 | -3 | 2 | 1 | 4
20 | COc1cc2oc(=O)cc(-c3cccc(-c4ccc(C(F)(F)F)cc4)c3)c2c(OC)c1OC | -1.0 | 0 | -19 | -3 | -10
21 | O=C(Nc1cccc(C(F)(F)F)c1)c1cc(-c2ccco2)on1 | 0.7 | -1 | -1 | 2 | -6
22 | CC(C)CNC(=S)N1CCN(c2nc(-c3ccc(Cl)cc3)cs2)CC1 | 0.2 | 2 | 2 | -4 | 1
23 | CCCOc1ccc(/C=C/C(=O)NC2CCCCC2)cc1OC | -0.5 | 3 | -2 | 0 | 19
24 | O=c1cc(CSc2nnc(-c3cccnc3)n2-c2ccccc2F)nc2sccn12 | -2.1 | -4 | -44 | -7 | 8

No. | ARFGAP1 inhibitor | PLCb3 inh | MBD2 DNA inh | ADAM17 inh | DDE Tn6 FP inh
13 | 7 | 2 | 9 | 1 | -11
14 | 9 | -11 | 7 | -4 | -2
15 | 0 | -7 | -6 | 1 | -10
16 | 5 | -5 | -3 | 5 | -2
17 | 2 | 2 | 4 | 3 | 3
18 | -6 | 0 | 3 | -6 | -3
19 | -6 | 3 | -5 | 7 | 3
20 | 1 | -29 | -6 | 5 | 1
21 | -2 | -8 | 2 | 1 | -2
22 | 2 | -2 | -2 | 6 | 4
23 | 2 | -2 | -3 | -4 | 3
24 | 5 | -49 | -2 | -8 | 10

# (next part)
No. | Structure | proKLK7 act | UHRF1 binding | PLCg1 inh | Tn7 DDE FP | ASAP1 GAP inh
25 | CCCCN1CC(=O)N2[C@H](c3ccc(OC)cc3)[C@@H]3C(=O)N(CC)C(=O)[C@@H]3[C@]2(Cc2ccccc2)C1=O | -0.5 | 0 | 2 | -5 | 7
26 | C=CCCO[C@@H]1O[C@@H](C)[C@H](O)C[C@H]1O | 0.3 | -1 | 0 | -4 | 19
27 | CCCC(=O)Nc1ccc(Oc2ccc(NC(=O)CCC)cc2)cc1 | 0.1 | -2 | 6 | -6 | 10
28 | COCCN(C(=O)Cc1cccs1)C(C(=O)NCc1ccc(OC)cc1)c1ccc(C)cc1 (stereo unspecified) | 3.6 | 0 | -4 | -5 | -2
29 | CN(CC(=O)NCC1CCCCC1)CC(=O)Nc1ccccc1Br | 0.3 | 0 | 3 | 0 | -10
30 | Cc1ccc(-n2nc(C)c(/C=N/NC(=O)c3cccnc3)c2Cl)cc1 | -0.3 | 16 | -1 | 5 | -6
31 | Cc1ccccc1N1CC(C(=O)Nc2ccc(S(=O)(=O)N3CCCCC3)cc2)CC1=O (stereo unspecified) | 0.2 | 1 | -1 | 4 | 1
32 | Cc1cccc(NC(=O)c2nc[nH]c2C(=O)N2CCN(C(=O)OC(C)(C)C)CC2)c1 | 0.0 | 3 | 0 | 8 | 4
33 | COc1ccc2c(c1)CC/C(=C\Nc1ccc3c(c1)OCO3)C2=O | -0.2 | -16 | -26 | -1 | 0
34 | CC(=O)NCCN=Cc1sc2ccccc2c1O | 0.5 | -1 | -6 | 2 | 6
35 | COc1cccc(C(c2nnnn2Cc2ccc(F)cc2)N2CCC(C(N)=O)CC2)c1OC (stereo unspecified) | -0.1 | 1 | 2 | -4 | -5
36 | CCCCN(C(=O)c1ccc(N(C)S(=O)(=O)c2ccc(C)cc2)cc1)c1c(N)n(CCCC)c(=O)[nH]c1=O | 0.5 | 1 | -4 | 0 | -2

No. | ARFGAP1 inhibitor | PLCb3 inh | MBD2 DNA inh | ADAM17 inh | DDE Tn6 FP inh
25 | 0 | 3 | -6 | 1 | 6
26 | -7 | 2 | -3 | -5 | -2
27 | 7 | 2 | 2 | 2 | -6
28 | -1 | -4 | -5 | 0 | 9
29 | -16 | -2 | 0 | 5 | 4
30 | 12 | 3 | -3 | -1 | -5
31 | 12 | -4 | 1 | -2 | 0
32 | -2 | 3 | 9 | -1 | 1
33 | 6 | -29 | -12 | -7 | 6
34 | 5 | -7 | -8 | -11 | 0
35 | -6 | 1 | -3 | -3 | -1
36 | 8 | -9 | 2 | -4 | 0

# Further entries:
No. | Structure | proKLK7 act | UHRF1 binding | PLCg1 inh | Tn7 DDE FP | ASAP1 GAP inh
37 | COCCNC(=O)C(c1ccc(F)cc1)N(C(=O)CCC(=O)Nc1ccccn1)c1ccc(C)cc1 (stereo unspecified) | 0.4 | -3 | -1 | 3 | -6
38 | Cc1ccc(NS(=O)(=O)c2cccc(C(=O)NCC(c3ccco3)N3CCCC3)c2)cc1 (stereo unspecified) | 0.6 | -3 | -5 | 2 | -6
39 | CC(=O)N/C(=N/c1nc(C)cc(C)n1)Nc1cccc(C)c1C | -0.3 | 0 | 4 | 4 | 1
40 | COCCCn1c(SCC(=O)NCc2ccco2)nc2sc3c(c2c1=O)CCC3 | 0.2 | 1 | -3 | -2 | -7
41 | C[C@H](CO)N1C[C@H](C)[C@@H](CN(C)C(=O)CCCN(C)C)OCc2cn(nn2)CCCC1=O | -0.1 | 2 | 1 | 0 | 7
42 | COc1ccc(NS(=O)(=O)c2ccc(C(=O)Nc3c(C)n(C)n(-c4ccccc4)c3=O)cc2)cc1 | -0.5 | 6 | 4 | 3 | -12
43 | COc1ccc(CN=C2NC(=O)CC(C(=O)Nc3ccc(Cl)cc3)S2)cc1 (stereo unspecified) | 0.1 | 2 | -1 | 5 | 11
44 | CCOC(=O)c1c(C)nsc1NC(=O)C1CCCCC1 | 0.5 | 1 | 1 | -7 | -10
45 | Cc1nc(NC(=O)c2ccco2)sc1C(=O)O | 0.2 | 2 | 0 | 3 | -14
46 | CN(CCO)c1cccc2c1S(=O)(=O)N(Cc1cn(Cc3ccc(Cl)cc3)nn1)Cc1ccccc1O2 | 1.2 | 3 | -2 | 0 | /
47 | COc1ccc(C(=O)n2nc(-c3ccc(Cl)cc3)nc2N)cc1OC | 0.2 | 2 | 1 | -5 | 6
48 | CC1(C)CC(=O)C=C(NNC(=O)c2ccc(N)cc2)C1 | -0.6 | 2 | -1 | -2 | 1
49 | Cc1ccccc1CSCC1Nc2ccc(C(=O)NCCc3ccccc3)cc2NC1=O (stereo unspecified) | 0.7 | -8 | -45 | -5 | 13
50 | CC1(C)CC(=O)C=C(C#CC2CC2)C1 | 0.5 | 23* | -3 | 7 | -5
51 | CC(=O)N1CCCc2ccccc21 | 1.0 | -3 | 1 | -4 | 9

No. | ARFGAP1 inhibitor | PLCb3 inh | MBD2 DNA inh | ADAM17 inh | DDE Tn6 FP inh
37 | 4 | -1 | 3 | -4 | 8
38 | -4 | -8 | -4 | 2 | 8
39 | -4 | 3 | -2 | -1 | -3
40 | 7 | -1 | -1 | 1 | 0
41 | -2 | 1 | 2 | 1 | 4
42 | 3 | 2 | -2 | 5 | 2
43 | 11 | 1 | 5 | 2 | 4
44 | -2 | -5 | -4 | -1 | 1
45 | 12 | -5 | 3 | 1 | -4
46 | / | -7 | 4 | -3 | 2
47 | 2 | 1 | 1 | -3 | -3
48 | 15 | -1 | -5 | -3 | -4
49 | -2 | -63 | 2 | -25 | -6
50 | -5 | 0 | 6 | -2 | -2
51 | -4 | 0 | -2 | -2 | 4
